EPAC2 antag – blocks human EPAC2 exchange factor; Q8WZA2; EPAC2 GEF exchange of Rap1B-BODIPY-GDP, fluorescence; Potency, µM (top dose mostly 114 µM), without a hit: at the top dose activity, negative = inhibition, actives largely listed as inhibitors; hit rate 0.18% among 360,000; AID 720708; also: % is scaled to controls: 0 for no effect and ±100 for the full control effect; nearly all actives have a fitted effect of over 45% in size; many of its hits are not listed in these tables
Target sequence (Q8WZA2 whole entry, looked up): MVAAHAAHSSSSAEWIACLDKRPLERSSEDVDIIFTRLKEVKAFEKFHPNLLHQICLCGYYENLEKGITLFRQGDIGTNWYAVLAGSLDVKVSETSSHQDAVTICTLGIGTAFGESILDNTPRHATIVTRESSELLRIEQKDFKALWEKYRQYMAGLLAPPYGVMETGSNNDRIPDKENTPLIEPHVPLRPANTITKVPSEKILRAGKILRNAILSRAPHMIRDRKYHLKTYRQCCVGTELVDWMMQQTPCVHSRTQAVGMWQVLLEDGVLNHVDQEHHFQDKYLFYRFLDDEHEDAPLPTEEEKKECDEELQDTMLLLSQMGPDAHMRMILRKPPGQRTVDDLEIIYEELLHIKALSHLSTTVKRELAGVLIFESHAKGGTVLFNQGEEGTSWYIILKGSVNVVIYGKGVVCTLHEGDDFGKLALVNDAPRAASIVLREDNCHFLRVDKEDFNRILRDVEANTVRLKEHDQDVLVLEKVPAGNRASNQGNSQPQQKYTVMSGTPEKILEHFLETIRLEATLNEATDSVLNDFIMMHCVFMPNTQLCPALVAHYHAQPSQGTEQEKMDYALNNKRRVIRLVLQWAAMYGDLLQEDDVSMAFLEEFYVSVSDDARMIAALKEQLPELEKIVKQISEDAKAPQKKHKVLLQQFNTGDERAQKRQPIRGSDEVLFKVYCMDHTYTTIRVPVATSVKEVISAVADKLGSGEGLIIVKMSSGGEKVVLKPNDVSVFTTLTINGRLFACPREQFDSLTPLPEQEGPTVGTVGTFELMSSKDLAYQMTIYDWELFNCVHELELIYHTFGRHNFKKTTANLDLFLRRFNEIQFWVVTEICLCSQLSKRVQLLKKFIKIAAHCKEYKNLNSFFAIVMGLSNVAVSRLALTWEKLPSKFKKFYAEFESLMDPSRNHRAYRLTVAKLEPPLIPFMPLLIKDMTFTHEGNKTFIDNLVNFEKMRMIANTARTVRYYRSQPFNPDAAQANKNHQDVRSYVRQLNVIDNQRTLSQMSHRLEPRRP
Nrf2 activator – activates Nrf2 signaling. hit rate 0.31% among 410,000. AID 624171. AREc32 ARE-luciferase reporter (MCF7-derived line), luminescence, 24 h. Potency, µM (series often up to 46.1 µM), inactives show at the top dose activation, most hits filed as activators; also: % of control where 0% means no effect; nearly all actives have a fitted effect of over 65% in size
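AREc32 cells carrying an ARE-driven firefly luciferase reporter were seeded at 1000 cells/well in OPTI-MEM with 5% FBS, then exposed to compound for 24 hr at 37 deg C. Luminescence was read with Steady-Glo after 30 min at RT.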
HepG2 tox – kills HepG2 cells in TGF-b inhibitor counter-screen; HepG2 CAGA-GFP viability, ATP luminescence, 18 h; Potency, µM (highest dose often 46.1 µM), for the others: top-dose activity change, negative = cytotoxicity, usual class: cytotoxic; hit rate 0.76% among 410,000; also: some results filed as inactive show a strong effect at the top dose
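CellTiter-Glo luminescence gave cytotoxicity after 18 hours at 37 degrees C. The cells were HepG2 CAGA-GFP in 1% FBS DMEM, stimulated with 500 pg/mL TGF-beta after compound addition. %Activity was normalised to no-cell wells (complete cell-killing) and DMSO (no toxicity), and curves were fitted and classified.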
A549 viability – kills or reduces viability of A549 cells in Nrf2 counter-screen. hit rate 0.16% among 390,000. AID 504648. Potency, µM (titrated, usually from 46 µM), for inactives: at the highest dose activity change, negative = cytotoxicity, usual class: inhibitors. A549 ARE-Fluc cells, CellTiter-Fluor viability, 18-24 h; also: % is scaled to controls: 0 for no effect and ±100 for the full control effect
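A549 ARE-Fluc cells in 5% FBS OPTI-MEM, 5000 cells/well, rested 2 h then exposed to compounds in concentration-response for 18-24 h at 37 °C. Viability by CellTiter-Fluor fluorescence (Ex 405/Em 525) after 30 min; luciferase luminescence (BugLite, 15 min, RT) read afterwards.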
MCF10A rerep – DNA re-replication induction in MCF 10a cells; Potency, µM (highest dose often 46.1 µM), for the others: at the highest dose activity, positive = re-replication, hits mostly activators; hit rate 2.9% among 350,000; MCF 10A DNA re-replication, Hoechst nuclear intensity, 48 h; AID 624296; also: % of control where 0% means no effect; nearly all actives have a fitted effect of over 50% in size
TGFb SMAD3 inh – blocks TGF-b signaling; HepG2 CAGA-GFP TGF-b/SMAD3 reporter, GFP fluorescence, 18 h; TGF-beta stimulated, 500 pg/mL final; Potency, µM (top dose mostly 46.1 µM), inactives show top-dose activity, negative = inhibition, usual class: inhibitors; hit rate 1.2% among 410,000; AID 588855; also: % is scaled to controls: 0 for no effect and ±100 for the full control effect; nearly all actives have a fitted effect of over 65% in size
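HEPG2 CAGA-GFP, 1000 cells/well; 2 h settle, 37 C; cpd via pin tool; TGF-b 500 pg/mL final; 18 h, 37 C; GFP imaging ex488/em500-530; %Activity normalised to -TGF-b and +DMSO controls; CRC fit, curve class.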
ATXN viability – reduces viability in counter-screen for ATXN expression inhibitors; S2 cells (HEK-293 line with an ATXN2-luciferase reporter) viability, CellTiter-Fluor protease fluorescence, 24 h; Potency, µM (series often up to 56.7 µM), most hits filed as cytotoxic; hit rate 0.49% among 400,000; AID 651635; also: nearly all actives have a fitted effect of over 40% in size
Nrf2 block – Nrf2 pathway inhibition; Potency, µM (top dose mostly 46 µM), without a hit: at the highest dose activity change, negative = inhibition, most hits filed as inhibitors; hit rate 2.1% among 360,000; A549 ARE-Fluc reporter, luciferase luminescence, 18-24 h; also: % is scaled to controls: 0 for no effect and ±100 for the full control effect; nearly all actives have a fitted effect of over 60% in size
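Nrf2 function is reported as luminescence of an ARE-controlled luciferase in A549 cells. Compounds were tested at several concentrations, and a CellTiter-Fluor read on the same wells flagged cytotoxicity.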
ATXN2 expr inh – reduces ATXN2 reporter expression in HEK-293 cells; hit rate 0.72% among 360,000; AID 1745845; HEK-293 ATXN2-luciferase reporter, luminescence, 24 h; Potency, µM (highest dose often 57 µM), for the others: top-dose activity change, negative = inhibition, hits mostly inhibitors; also: % is scaled to controls: 0 for no effect and ±100 for the full control effect; nearly all actives have a fitted effect of over 55% in size
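qHTS (up to 57 uM final) was run with 24 h compound exposure of reporter cells at 37 °C. Each well was multiplexed: SteadyGlo luminescence measured ATXN2-luciferase expression after a fluorogenic Gly-Phe-AFC viability readout (25 uM final).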
* = called active by the depositor; i = inactive; u = inconclusive; x = no result given; & = joins results of further samples; [ ] = dose if it differs, or a comment. Calls follow the shape of the dose curve; as a rule, active = well fitted curve in the direction sought with a large enough effect; inconclusive = small, poorly fitted or top-dose-only effect, or another doubt; inactive = no such curve, though single readings can be large; an effect the other way counts as inactive or inconclusive. Potency is read from the fitted curve at half-maximal effect.

SMILES | EPAC2 antag | Nrf2 activator | HepG2 tox | A549 viability | MCF10A rerep | TGFb SMAD3 inh | ATXN viability | Nrf2 block | ATXN2 expr inh
CCOc1ccccc1C(=O)Nn1c(C2CCC2)nc2ccccc2c1=O | 16% | 6.8% | -21% | 2%[1.84 µM] | 5% | -26% | i | -4% | -13%
Cc1ccccc1C(=O)Nc1ccccc1 | 7% | 0.0% | -2% | -6% | 3% | -8% | i | 29% | 20%
CC1CCC(C(C)C)C(OC(=O)C[n+]2cc(-c3ccc(Cl)cc3)n3c2CCCCC3)C1 (configuration not stated) | 1% | 0.1% | -50% | -9% | u | u | u | u | u
COc1cc(OC)c(NC(=O)CCc2c(C)nc3ncnn3c2C)cc1Cl | x | -1.1% | 0% | -15% | x | 2% | i | 7% | -5%
FC(F)(F)c1cnc(N2CCC(=NOCc3ccc(Cl)cc3)CC2)c(Cl)c1 | -18% | -1.0% | -21% | -25% | 22% | 4% | i | 8.2µM* | -13%
COC(=O)c1cc(NC(=O)c2cc(C(C)(C)C)nn2Cc2cccc(C)c2)ccc1N1CCOCC1 | -23% | -0.2% | -26% | -1% | u | -23% | i | u | x
Cc1ccc(S(=O)(=O)N2CCCCC2)cc1C(=O)OC(C)C(=O)NCC1CCCCC1 (configuration not stated) | -1% | 2.0% | -18% | -16% | u | u | i | u | -18%
COc1ccc(N2C(=O)C(Cl)=C(Nc3ccc(OC)cc3OC)C2=O)cc1 | -14% | 9.5% | -14% | 5% | u | -11% | i | 9% | -16%
Cc1cccc(NC(=O)COc2ccc(Br)cc2)n1 | -6% | -0.5% | -9% | 0% | -4% | -22% | i | 11% | 23%
COc1cccc(NC(=O)N2CCCC2C(=O)NCc2ccccc2F)c1 (configuration not stated) | 19% | -0.1% | 11% | -1% | 10% | -5% | x | 1% | x
CCCn1c(C2CCCN2c2nc(-c3ccc(OC)cc3)cs2)nc2ccccc21 (configuration not stated) | -2% | 2.2% | -6% | -9% | 24% | -1% | i | u | 3%
CCc1nn(CC(=O)NC(C)CCc2ccccc2)c(=O)c2cc3c(OC)cccc3n12 (configuration not stated) | x | 4.4% | -24% | 2% | x | -23% | i | u | -2%
O=C(N[C@@H](c1ccccc1)[C@@H]1C[C@H]1C(=O)NCc1ccccn1)OCc1ccccc1 | 6% | -0.8% | -10% | -1% | -9% | -1% | i | 10% | 3%
CN(c1ccccc1)c1nc(N)c([N+](=O)[O-])c(Nc2ccccc2)n1 | 4% | -0.3% | -27% | 0% | 15% | -5% | i | -10% | 2%
COc1ccc(CCNC(=O)Cn2ccc3c(OC)cccc3c2=O)cc1OC | -4% | -0.7% | -15% | 1% | -2% | -5% | i | -6% | 1%
CC12CCC(C1)C(C)(C)C2OC(=O)c1ccccc1C(=O)O (configuration not stated) | 6% | -1.0% | -3% | 10% | -3% | -11% | i | 5% | x
C/C(CCc1ccccc1)=N\NC(=O)C(=O)Nc1cccc(Cl)c1 | -15% | -0.8% | -5% | -15% | 0.26µM* | -7% | i | -24% | -29%
Cc1ccc2c(c1)C(C)(C)[C@]1(C)NC(=O)CCN21 | -2% | -0.7% | 9% | -12% | 14% | -16% | i | -1% | 5%
COc1ccc(C(=O)NCCNc2nc3c(C)cccc3cc2C#N)cc1 | 11% | 3.4% | -1% | 0% | 18µM* | 21% | x | u | x
Cc1ccc(Cc2cc(-c3ccc(C)cc3)n[nH]c2=O)cc1 | -4% | 3.6% | -134% | 0% | u | u | i | -22% | 9%
CCOc1ccc(OCC)c(NC(=O)c2cc(C)nc3c2c(C)nn3-c2cccc(Cl)c2C)c1 | x | 0.6% | -10% | 3% | x | -15% | i | u | 2%
COc1cc(NC(=O)CN(C)S(=O)(=O)c2ccc3c(c2)CC(C)N3C(C)=O)cc(OC)c1OC (configuration not stated) | 1% | 0.6% | -7% | -6% | 1% | 0% | i | 1% | 3%
Cc1cc(C)c(C)c(OCCOCCN2CCOCC2)c1 | 0% | 0.1% | -20% | 10% | 24% | -1% | i | -1% | -15%
O=C1CCCN1c1ccc([N+](=O)[O-])cc1 | 8% | -0.2% | -2% | x | x | 13% | i | x | x
CC1CC(C)CN(CC(=O)N2c3ccccc3CCc3ccccc32)C1 (configuration not stated) | -3% | -0.4% | -7% | -3% | 15% | 25% | u | 12% | -11%
COc1ccc(-c2coc3c(C(=O)N4CCN(C)CC4)cccc23)c(C)c1 | -9% | 4.1% | 8% | x | x | 41%[activator] | i | x | -2%
CCCCCCCCNC(=O)c1cccnc1SCC(=O)Nc1ccccc1OC | 4% | 0.4% | -24% | -10% | u | -9% | i | u | -19%
COCCNC(=S)N/N=C(\C)c1ccc(Cl)c(Cl)c1 | -15% | 5.7% | -58% | 0% | 7% | 8.9µM* | i | -1% | 15%
COc1ccc(OC)c(N(CC(=O)Nc2ccc3c(c2)OCCO3)S(C)(=O)=O)c1 | 14%[57.1 µM] | -0.4% | 1% | -4% | 2% | -5% | i | 18% | -2%
CC12CN3CC(C)(CN(C1)C3c1ccccc1)C2O (configuration not stated) | 0% | -0.5% | 0% | -7% | -2% | 22% | i | -1% | -1%

Some of these compounds in order of their number in EPAC2 antag, lowest first:
Structure	EPAC2 antag
COc1cc(NC(=O)CN(C)S(=O)(=O)c2ccc3c(c2)CC(C)N3C(C)=O)cc(OC)c1OC (configuration not stated)	1%
O=C1CCCN1c1ccc([N+](=O)[O-])cc1	8%
COc1ccc(C(=O)NCCNc2nc3c(C)cccc3cc2C#N)cc1	11%

Continuation.
SMILES | EPAC2 antag | Nrf2 activator | HepG2 tox | A549 viability | MCF10A rerep | TGFb SMAD3 inh | ATXN viability | Nrf2 block | ATXN2 expr inh
CN(C)C(=O)CN1C(=O)c2cccc3cccc1c23 | 7% | -1.0% | 9% | -1% | -4% | 16% | i | 0% | x
Cc1ccc(-n2nnnc2-c2ccccc2Br)cc1 | -16% | 0.2% | -12% | 6% | 5% | -3% | i | 1% | -15%
O=C(Oc1ccc[nH]c1=O)C1CC1 | -2% | 0.3% | -17% | x | x | -17% | i | x | x
O=C(c1ccccc1)c1ccc2nc[nH]c2c1 | 8% | 5.4% | 7% | -3% | 5% | -2% | i | 1% | 61%[activator]
COc1ccc2nc(C)cc(Nc3ccccc3O)c2c1 | 0% | 0.3% | -26% | 1% | -9% | u | u | -14% | x
O=C1c2cccnc2C(O)N1C1CCCCC1 (configuration not stated) | 20% | 0.1% | 15% | -4% | -7% | -11% | i | x | 2%
O=C(O)C1=C[C@@H](c2ccc(Br)cc2)C[C@@H](OCCCCO)O1 | -3% | -1.1% | 1% | 0% | -4% | 2% | i | 2% | 6%
O=S(=O)(Nc1ccccc1N1CCCC1)c1ccccc1C(F)(F)F | u | -1.2% | -32% | x | x | -8% | i | x | x
COc1ccc(NC(=O)/C(C#N)=C/c2ncc([N+](=O)[O-])n2C)c(OC)c1 | -9% | 2.6% | 5% | 4% | 9% | 8% | i | u | 2%
CN(NC(=O)c1ccccc1Cl)c1ncc(C(F)(F)F)cc1Cl | 8% | -0.9% | -2% | 9% | -25% | -3% | i | 11% | 3%
COc1ccc(-n2cnc3cc(C(=O)N4CCOCC4)ccc32)cc1 | 15% | -0.6% | -3% | 6% | 1% | -29% | i | 28% | 20%
CN(C)S(=O)(=O)c1ccc(C(=O)Nc2c(C(=O)Nc3ccc(F)cc3)oc3ccccc23)cc1 | x | 3.8% | -1% | 2% | x | 12% | i | 14% | 18%
CCOC(=O)c1cc(=O)c2ccc(OCC(=O)Nc3ccc(F)cc3)cc2o1 | -10% | 0.1% | -14% | 2% | 1% | -24% | u | -8% | -14%
O=C(NC(Cc1ccccc1)c1nc2ccccc2[nH]1)C1CC(=O)N(c2ccc3c(c2)OCCO3)C1 (configuration not stated) | 12% | 0.3% | 0% | -10% | 6% | -3% | i | 0% | 62%[activator]
CN(CC(=O)Nc1ccc(S(N)(=O)=O)cc1)c1ccccc1 | -4% | 1.1% | -10% | 16% | 21% | -17% | i | 13% | -5%
CCOC(=O)CN1N=C(c2ccc(Cl)cc2)CCC1=O | -5% | -0.4% | -2% | -5% | 0% | 7% | x | -4% | 0%
O=C(CN1CCCC1)N1c2ccccc2C=Cc2ccccc21 | 3% | 0.0% | 5% | -10% | -3% | 24% | u | -2% | x
O=C1NC(=O)/C(=C/c2ccco2)N1 | 3% | 1.0% | -7% | 1% | 20% | u | i | 4% | 3%
COc1ccc(C(CCNCc2ccc(N(C)C)cc2)C(C)C)cc1 (configuration not stated) | -11% | -1.8% | 10µM* | -25% | u | u | u | u | x
CCN1C(=O)[C@H]2[C@@H](c3ccc(-c4ccc(C(C)=O)cc4)cc3)N[C@@](C)(C(=O)OC)[C@H]2C1=O | 6% | 3.0% | -15% | -8% | 3% | 8% | i | 5% | 1%
CC(CC(=O)O)n1nnc2ccccc21 (configuration not stated) | 1% | -0.8% | -10% | 5% | 0% | -14% | i | -2% | 0%
CS(=O)(=O)Nc1ccc(S(=O)(=O)Nc2nccs2)cc1 | -3% | -0.1% | 2% | 0% | 1% | 9% | i | 19% | 9%
CCOc1ccc(NC(=O)c2cccc(NC3=NC4CS(=O)(=O)CC4S3)c2)cc1 (configuration not stated) | 8% | -0.9% | -1% | 0% | 1% | -10% | i | 13% | -4%
OCc1nc2ccccc2n1Cc1c(F)cccc1Cl | -5% | -0.2%&-0.8% | 4%&-27% | -13%&-4% | -11% | 3%&-16% | i | 7%&-29% | -1%&13%
CCOc1ccc(CCNC(=O)COC(=O)Cc2ccc(F)cc2)cc1OCC | 1% | -0.8% | 7% | 9% | -3% | -25% | i | 2% | 7%
COc1ccc(/C=C2\N=C(C)N(c3ccc4ccccc4c3)C2=O)cc1OC | 2% | 0.3% | -7% | -3% | u | 15% | i | -3% | x

Not all compounds are listed; count on the stated rates, not on these rows.
